# Screening data from PubChem.
# RBX1-CUL1 inh: inhibitors of human ROC1-CUL1 ubiquitin ligase activity; in vitro K48 di-Ub FRET, acceptor:donor ratio, 45 min; inhibition, % at 10 µM; 140,000 tested, 0.6% active; AID 1347404, 2020; in the data active = inhibition above about 25%
# Target sequence (P62877 whole entry, looked up): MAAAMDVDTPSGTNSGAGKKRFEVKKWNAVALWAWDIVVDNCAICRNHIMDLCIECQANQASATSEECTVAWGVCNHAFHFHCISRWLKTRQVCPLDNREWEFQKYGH
# Target sequence (Q13616 whole entry, looked up): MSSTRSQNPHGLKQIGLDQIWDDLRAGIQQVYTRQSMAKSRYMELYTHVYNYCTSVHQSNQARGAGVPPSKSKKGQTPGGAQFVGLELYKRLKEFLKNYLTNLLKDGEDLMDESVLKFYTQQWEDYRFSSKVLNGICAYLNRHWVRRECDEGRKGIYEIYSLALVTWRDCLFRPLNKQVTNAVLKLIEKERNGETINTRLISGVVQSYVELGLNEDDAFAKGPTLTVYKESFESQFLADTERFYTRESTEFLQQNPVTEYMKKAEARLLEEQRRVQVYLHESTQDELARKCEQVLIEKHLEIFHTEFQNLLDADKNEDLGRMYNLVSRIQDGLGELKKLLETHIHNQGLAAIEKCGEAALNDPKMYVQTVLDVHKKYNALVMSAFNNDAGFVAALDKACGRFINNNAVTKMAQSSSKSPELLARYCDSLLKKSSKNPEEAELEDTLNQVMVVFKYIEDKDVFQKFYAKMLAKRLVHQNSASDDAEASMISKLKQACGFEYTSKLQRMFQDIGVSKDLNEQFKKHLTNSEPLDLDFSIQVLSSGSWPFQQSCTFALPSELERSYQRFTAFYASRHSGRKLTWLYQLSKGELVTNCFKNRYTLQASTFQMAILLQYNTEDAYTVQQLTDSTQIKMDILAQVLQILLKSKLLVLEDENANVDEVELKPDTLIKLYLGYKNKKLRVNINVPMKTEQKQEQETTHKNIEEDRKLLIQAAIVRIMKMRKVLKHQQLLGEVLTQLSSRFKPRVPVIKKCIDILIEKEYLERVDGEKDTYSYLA
# The depositor's hits bear a star. Some of the compounds tested; the hit share may differ from the screen's.
# Start of the listing, in advance:
SMILES,RBX1-CUL1 inh
c1cn2cc(CNc3nc4nonc4nc3N3CCCC3)nc2s1,4.6
Cc1ccccc1C(CC(=O)NCC(N)=O)c1ccccc1 (stereo unspecified),-0.1
CCCN1CCc2c(sc3[nH]c(=S)n(-c4ccccc4)c(=O)c23)C1,2.3
COc1ccc(C(=O)Nc2ccc(N3CCN(C(=O)C(C)(C)C)CC3)cc2)c(OC)c1,0.3

# Main list (from the top)
SMILES,RBX1-CUL1 inh
c1cn2cc(CNc3nc4nonc4nc3N3CCCC3)nc2s1,4.6
Cc1ccccc1C(CC(=O)NCC(N)=O)c1ccccc1 (stereo unspecified),-0.1
CCCN1CCc2c(sc3[nH]c(=S)n(-c4ccccc4)c(=O)c23)C1,2.3
COc1ccc(C(=O)Nc2ccc(N3CCN(C(=O)C(C)(C)C)CC3)cc2)c(OC)c1,0.3
COC(=O)C1C(C)=Nc2nc3ccccc3n2C1c1cccc(Cl)c1Cl (stereo unspecified),1.9
CNCCCCOc1cccc2c(=O)c3ccccc3oc12,1.8
Clc1cccc(Cn2cc(-c3nnc(-c4ccccc4)o3)nn2)c1,-0.8
CN(Cc1ccc(F)cc1)S(=O)(=O)c1nnc(NC(=O)c2ccccc2Br)s1,6.0
Cc1ccc(-c2nc3c(c(SCC(=O)N4CCCCC4)n2)Cc2cc(C)ccc2O3)cc1,1.7
CCC(C)NC(=O)Cn1c(=O)c2cccn2c2ccc(F)cc21 (stereo unspecified),1.4
Cc1ccccc1N1CCN(CC(=O)Nc2cccc3ccccc23)CC1,10.3
COCCN1C(=O)CC(CC(=O)N(C)Cc2n[nH]c3c2CCCC3)(c2ccccc2OC)C1=O (stereo unspecified),-2.1
COc1ccc(-c2ccc3c(N)c(C(=O)Nc4ccccc4Br)sc3n2)cc1,2.3
Cc1cc(C(=O)N/N=C2\CCCc3ccccc32)n[nH]1,-14.2
Cc1nc(NC(=O)COc2ccc(Br)cc2Br)sc1C,1.7
CCc1ccc(Nc2nnc(-n3nc(C)cc3C)c3ccccc23)cc1,-7.4
COc1ccc(-n2c(=O)c3c4c(sc3n3c(SCc5cccc6ccccc56)nnc23)COC(C)(C)C4)cc1,-8.9
CCOC(=O)C1CCCN(Cc2cn[nH]c2-c2ccc(OC)cc2F)C1 (stereo unspecified),2.7
CC(=O)c1cccc(NC(=O)Cn2ccn3nc(-c4ccccc4)cc3c2=O)c1,6.6
Cc1nc(-c2ccccc2)sc1-c1csc(Nc2nc(-c3ccccc3)cs2)n1,-4.4
COc1ccc(NC(=O)CCC2CCCN(C(=O)CCc3cnccn3)C2)c(C)c1 (stereo unspecified),1.9
CCc1cccc(C)c1NC(=O)CSc1nc2ccccc2nc1N1CCOCC1,0.0
CCCC(CCC)C(=O)Nc1nnc2n1CCS2,-5.3
CCCN(CC1CC1)C1CC(=O)N(c2ccc(-c3nc4ccc(C)cc4s3)cc2)C1=O (stereo unspecified),2.0
Cn1c(=O)c2c(nc(N3CCOCC3)n2Cc2ccc(F)cc2)n(C)c1=O,-4.9

# Random excerpt: two records from the list.
SMILES,RBX1-CUL1 inh
CCCN1CCc2c(sc3[nH]c(=S)n(-c4ccccc4)c(=O)c23)C1,2.3
COc1ccc(-n2c(=O)c3c4c(sc3n3c(SCc5cccc6ccccc56)nnc23)COC(C)(C)C4)cc1,-8.9

# For reference, part of the list above.
SMILES,RBX1-CUL1 inh
CCCC(CCC)C(=O)Nc1nnc2n1CCS2,-5.3
CCCN(CC1CC1)C1CC(=O)N(c2ccc(-c3nc4ccc(C)cc4s3)cc2)C1=O (stereo unspecified),2.0
Cn1c(=O)c2c(nc(N3CCOCC3)n2Cc2ccc(F)cc2)n(C)c1=O,-4.9

# The list goes on.
SMILES,RBX1-CUL1 inh
Nc1cc(N)nc(SCc2cccnc2)n1,-8.8
COc1ccc(N2CCN(C(=O)C3CCN(S(=O)(=O)c4cn(C)cn4)CC3)CC2)cc1,-7.4
Cc1ccc2c(c1)CN(CC(=O)N1CCC(O)(c3ccccn3)CC1)CC(c1ccsc1)O2 (stereo unspecified),2.7
O=C(Cn1nc(C(F)(F)F)c2c1CCC2)Nc1ccc(Cl)cc1,-7.5
Cc1cccc(-c2noc(CCCC(=O)NCc3ccco3)n2)c1,3.0
O=C1CCC(CCC(=O)N2CCCCC2)(Cc2ccc3ccccc3c2)N1 (stereo unspecified),-3.6
O=C(NCc1ccccc1OC(F)(F)F)C1CCC(=O)N(Cc2ccccn2)C1 (stereo unspecified),0.0
Cc1nc(NC(=O)NCCc2scnc2C)n[nH]1,5.0
COc1ccc2c(c1OC)C(C1c3c(cc4c(c3OC)OCO4)CCN1C)OC2=O (stereo unspecified),-0.4
C=Cc1ccc(Cn2c(C(=O)O)c(CNC3CCCCC3)c3ccc(OC)cc32)cc1,-7.6
COCCCN1C(=O)CC(CC(=O)N(C)CCOc2ccc(C)cc2)(c2ccccc2OC)C1=O (stereo unspecified),-2.8
Cc1ccc(Cl)cc1NC(=O)COC(=O)c1ccccn1,-0.6
Cc1cc(C(=O)Nc2cccc(Cl)c2C)no1,11.0
CC(=O)Nc1ccc(S(=O)(=O)NNC(=O)CCC(=O)Nc2ccc(Cl)cc2Cl)cc1,-7.6
CNC(=O)CCCN1C(=O)c2cccnc2Sc2ccccc21,-2.0
NS(=O)(=O)c1cc(C(=O)Nc2ccc3c(c2)OCO3)c(Cl)cc1Cl,11.6
COc1ccccc1C1CN(CC(=O)N(C)Cc2ccc3nccnc3c2)Cc2ccccc2O1 (stereo unspecified),0.8
COc1ccccc1NS(=O)(=O)c1ccccc1C,-11.7
CC(=O)NCCC1CCCCN1Cc1nc(Cc2cccc(F)c2)no1 (stereo unspecified),2.3
COc1ccc(-c2cc(=O)[nH]c(N3CCC(C)CC3)n2)cc1,1.9
O=C(COc1ccc(Cl)cc1)OCc1cc(=O)n2nc(C3CCCCC3)sc2n1,4.0
N#Cc1ccc(-c2ccccn2)nc1SC/C=C/c1ccccc1,-1.1
COc1ccccc1N=CC1C(=O)NC(=O)N(c2cccc(Cl)c2)C1=O (stereo unspecified),-2.5
CSc1nc2c(c(=O)[nH]c(=O)n2C)n1C,-0.1
Cc1[nH]n(-c2ccccc2)c(=O)c1C(C[N+](=O)[O-])c1ccc(Cl)cc1 (stereo unspecified),1.8

# Continued.
SMILES,RBX1-CUL1 inh
CCc1ccc(C(=O)N2CCN(c3ccccc3F)CC2)s1,14.7
CCOC(=O)c1sc2nc(SC)nc3c2c1NC(=O)CN3c1ccc(F)cc1,6.0
CCN(Cc1ccncc1)Cc1cn[nH]c1-c1ccc(OC)cc1OC,0.1
CC(C)c1[nH]nc2c1C(c1ccccc1)C(C#N)C(=N)O2 (stereo unspecified),6.2
COc1cccc(C(=O)Nc2ccncc2)c1,-1.9
CCN(CC)c1ccc(/C=N/Nc2nnc3c(n2)[nH]c2ccccc23)c(OC)c1,1.7
O=C(O)CCCC(=O)Nc1ncccc1Cl,-0.8
CC1CCN(c2ncnc3sc(-c4ccccc4)cc23)CC1,-3.8
COc1ccc(N=C2S/C(=C\c3ccc(N4CCOCC4)o3)C(=O)N2CCc2c[nH]c3ccccc23)cc1,12.4
NC(=O)c1ccc(C2CCCN2C(=O)Cn2c(C3CC3)nc3ccccc32)s1 (stereo unspecified),0.6
Cc1ccc2c(c1)c1c(n2C)C(=O)/C(=C/c2ccc(F)cc2)CC1,-13.3
O=C(c1cncc(Br)c1)N1CCN(Cc2ccccc2)CC1,-7.9
Cc1ccc(C(=O)C(OC(=O)c2ccc(NC(=O)c3ccccc3)cc2)c2ccccc2)cc1 (stereo unspecified),-0.3
CC(=O)Nc1ccc(N2CC(C(=O)N3CCC(C)CC3)CC2=O)cc1 (stereo unspecified),-8.4
Cc1ccc2[nH]cc(-c3nnnn3-c3ccc(Cl)c(Cl)c3)c2c1,8.8
Cc1ccc(C)c(N2CCN(S(=O)(=O)c3ccc(C)c(C)c3C)CC2)c1,7.3
CCCSc1nc2sc(C)c(C)c2c(=O)n1-c1ccc(C)cc1,-8.5
CCOC(=O)c1c(C)[nH]c(C)c1S(=O)(=O)NCC(=O)Nc1cccc(C(F)(F)F)c1,-9.9
COc1ccc(-c2noc(CN3CCCC(CCCO)C3)n2)c(OC)c1OC (stereo unspecified),-0.1
O=C(c1ccc2c(c1)N(Cc1ccc(F)cc1)C(=O)c1ccccc1S2(=O)=O)N1CCN(Cc2ccccc2)CC1,2.1
Cc1nc(CC(=O)N2CCCC(Nc3cccc(F)c3)C2)cs1 (stereo unspecified),1.8
COc1ccccc1Cn1c(CNS(=O)(=O)c2cccc([N+](=O)[O-])c2)nc2cccnc21,0.4
O=C(N/N=C\c1ccc(O)cc1)c1ccn[nH]1,-2.0
COC(=O)CSc1ncc(-c2ccc(F)cc2)c(C2CCCN(C(=O)c3csc(C)n3)C2)n1 (stereo unspecified),9.9
COc1cc(C=C2C(=O)c3ccccc3C2=O)ccc1OCc1ccccc1Cl,10.9

# Next section
SMILES,RBX1-CUL1 inh
O=C(Nc1cc(NC(=O)c2ccc([N+](=O)[O-])cc2[N+](=O)[O-])cc(C(F)(F)F)c1)c1ccc([N+](=O)[O-])cc1[N+](=O)[O-],-3.5
c1ccc(-c2cc3ccccc3[nH]2)cc1,14.1
CN(CC1CCCN1C)c1ccc(C(=O)N2CCC(Cn3cccn3)CC2)cn1 (stereo unspecified),1.0
Cc1cc(C)cc(NC(=S)N2CCN(C/C=C/c3ccccc3)CC2)c1,-4.5
CCN(CC)c1cc(C)c2cc(NC(=O)c3ccc(OC)c(OC)c3)ccc2n1,-5.4
Cc1ccc(C(c2ccc(C)cc2)S(C)=O)cc1 (stereo unspecified),2.0
O=c1cc(-c2ccccc2)n2c(SCc3ccccc3)nnc2[nH]1,5.4
COC(=O)c1ccccc1NC(=O)CSc1nc(-c2ccc(OC)cc2)ccc1C#N,3.7
Cc1oc(-c2cccc(Cl)c2)nc1CS(=O)(=O)CC(=O)NC(C)CCc1ccccc1 (stereo unspecified),-3.5
COc1cc(OC)c(NC(=O)c2c(C)oc3ncnc(N4CCCCC4)c23)cc1Cl,2.7
COc1cccc(-n2c(SCC(=O)Nc3c(C)cc(C)cc3C)nc3c([nH]c4ccccc43)c2=O)c1,6.0
FC(F)(F)c1cccc(-c2nnc3sc(-c4ccco4)nn23)c1,4.5
O=C(c1cc(CN2CCC(Cc3ccccc3)CC2)on1)N1CCCC1,-4.9
CCCCc1[nH]nc2c1C(c1ccc(N(C)C)cc1)C(C#N)C(=N)O2 (stereo unspecified),-0.3
O=C(N/N=C/c1cc(Br)ccc1OCc1ccc(Cl)cc1Cl)c1ccncc1,-0.2
Cc1cccc(C)c1OCCNC(=O)C(Cc1ccccc1)NC(=O)OCc1ccccc1 (stereo unspecified),1.2
CC(=O)c1c(C)n(C)c2ccc(OC(=O)c3cccc(Br)c3)cc12,1.0
c1ccc(-c2nnc3sc(-c4ccc5ccccc5c4)nn23)nc1,5.0
COc1ccc(N(CC(=O)Nc2ccccc2Sc2ccccc2)S(C)(=O)=O)cc1Cl,-8.8
CC(=O)OC1CC=C(C)C2COC(=O)C12C (stereo unspecified),3.6
O=C1OC(Cc2ccccc2Br)c2ccccc21 (stereo unspecified),1.6
Cc1n[nH]c(C)c1CCCOc1ccccc1Cl,2.0
COc1ccc(CNC(=O)c2ccc(CS(=O)(=O)c3ccccc3OC)o2)cc1,0.6
Nc1c(C(=O)c2cc(Cl)ccc2Cl)sc2nc(-c3cccs3)ccc12,2.3
CC(C)Oc1ccc2c(=O)c(Oc3ccccc3)c(C(F)(F)F)oc2c1,4.1

# (more compounds)
SMILES,RBX1-CUL1 inh
Cc1nn2c(=O)cc(COC(=O)c3ccc(NC(=O)COc4ccc(C)c(C)c4)cc3)nc2s1,-1.6
COc1ccc(CC(=O)NCc2nnc(SCC(=O)Nc3nccs3)n2C)cc1,-5.4
O=c1c2c3c(sc2nc(SCCOc2ccccc2)n1-c1ccc(F)cc1)CCCC3,-6.2
O=C(Cn1cnc([N+](=O)[O-])n1)N1CCOCC1,0.1
Cc1ccc2c(c1)sc1nc(=O)n(-c3ccccc3)c(=O)n12,16.1
O=C(Nc1ccnn1C1CCN(C2CCC2)CC1)c1ccc2c(c1)OCO2,1.8
COCc1ccc(C(=O)NCc2c(C)ncc3c2CCN(C(=O)c2ccc(OC)c(F)c2)C3)o1,8.8
COc1cc(C)c(C(=S=O)S(=O)(=O)c2ccccc2)cc1C,6.4
C=CCNCCCCOc1ccccc1Br,-1.5
Cc1c(CN2CCN(CC(C)C)C(CCO)C2)c(=O)n(-c2ccccc2)n1C (stereo unspecified),1.1
O=C(c1ccc(Cl)cc1)c1ccc(OCC(O)CN2CCN(c3cccc(Cl)c3)CC2)cc1 (stereo unspecified),2.5
O=C(c1cc(Br)cs1)N1CCN(c2ccc(F)cc2)CC1,7.7
Cc1ccc(NC(=O)CSc2nnc(-c3nc4ccccc4nc3C)o2)cc1,-2.9
COC(=O)C1=C(C)N(c2ccc(Br)cc2)/C(=C\c2cccs2)C1=O,-4.5
CCOC(=O)c1c(NC(=O)CSc2nnc(COc3ccccc3)o2)sc2c1CCC2,-3.3
COC(=O)C1CCCC2=C(C)C(=O)CCC21C(=O)OC (stereo unspecified),-0.9
COc1cc(C)c2c(=O)c3c(oc2c1)CCC3,4.1
COc1cc(C2N=C(N)Nc3nc4ccccc4n32)ccc1OCC(=O)O (stereo unspecified),-10.4
CC(C)CC(=O)Nc1ccc2nc(SCC(=O)N3CCCC3)sc2c1,-8.7
COC(=O)c1ccc(C(=O)NN=C2CCCCCCCCCCC2)cc1,6.5
Cc1ccc(N2CCN(c3ccc(C)cc3)C2c2cccc(Cl)c2)cc1,-0.9
O=C1NC(=S)N(c2ccccc2)C(=O)/C1=C/c1ccc(Sc2ccc(Cl)cc2)s1,32.8*
CCC(C)NC(=O)C1CCN(C(=O)c2ccc(-n3ccc4ccccc43)s2)CC1 (stereo unspecified),6.6
Cc1ccc(-c2cc(C(=O)N(Cc3ccccc3)Cc3ccco3)no2)cc1F,7.1
CSc1c(CN2CCN(C)CC2)c2ccccc2n1C,3.3
CCOC(=O)Cn1c(=O)n(CC2CCCO2)c2nc(-c3ccccc3OC)nc(C(N)=O)c21 (stereo unspecified),3.3
